SENP6 block: inhibitors of human SENP6 protease; Recombinant SENP6 catalytic domain, aminoluciferin luminescence; inhibition, % at 10 µM; hit rate 1.8% among 330,000; AID 2599;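 active = inhibition above about 50% at the single tested dose, limit read from the data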;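 note: plate controls were DMSO wells with enzyme for no effect and DMSO wells lacking enzyme for full effect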
Target sequence (Q9GZR1 628-1112 limits assumed): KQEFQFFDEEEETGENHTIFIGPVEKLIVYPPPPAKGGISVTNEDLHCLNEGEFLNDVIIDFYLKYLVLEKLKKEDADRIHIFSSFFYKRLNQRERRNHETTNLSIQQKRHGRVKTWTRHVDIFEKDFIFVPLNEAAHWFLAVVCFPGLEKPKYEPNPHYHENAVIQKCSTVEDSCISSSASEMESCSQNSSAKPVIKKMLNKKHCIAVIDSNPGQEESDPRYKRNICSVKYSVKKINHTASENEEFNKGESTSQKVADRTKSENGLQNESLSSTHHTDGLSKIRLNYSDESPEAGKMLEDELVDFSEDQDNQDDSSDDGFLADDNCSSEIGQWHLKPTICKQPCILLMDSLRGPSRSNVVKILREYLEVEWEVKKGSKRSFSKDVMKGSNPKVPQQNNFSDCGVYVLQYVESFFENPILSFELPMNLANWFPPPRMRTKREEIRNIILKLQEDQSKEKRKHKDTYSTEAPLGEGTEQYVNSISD
NR3A LBD binder: modulates the human NR3A ligand-binding domain. NR3A LBD differential scanning fluorimetry, Tm shift; 0% = protein alone, 100% = glycine-bound protein. Tm shift relative to glycine control, % at 25 µM. hit rate 2.5% among 340,000. AID 1259313;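 active = melting temperature shift of at least 10% of the positive control shift, at one fixed dose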
MPTP inh: permeability transition pore inhibition; isolated mouse mitochondria, Ca2+ swelling absorbance, 30 min; hit rate 1.4% among 360,000; inhibition, % at 10 µM; AID 602449;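 active = inhibition of 50% or more, scaled per plate between neutral and stimulator controls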;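 note: 0% = DMSO wells given calcium and 100% = 1 mM EGTA wells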
ATG4B inhibitor: inhibitors of human ATG4B cysteine protease. inhibition, % at 8.33 µM. ATG4B cleavage of LC3-PLA2, NBD-HPC fluorescence, 1 h. Q9Y4P1. hit rate 0.51% among 340,000; in the data active = inhibition above about 40%
Target sequence (Q9Y4P1 whole entry, looked up): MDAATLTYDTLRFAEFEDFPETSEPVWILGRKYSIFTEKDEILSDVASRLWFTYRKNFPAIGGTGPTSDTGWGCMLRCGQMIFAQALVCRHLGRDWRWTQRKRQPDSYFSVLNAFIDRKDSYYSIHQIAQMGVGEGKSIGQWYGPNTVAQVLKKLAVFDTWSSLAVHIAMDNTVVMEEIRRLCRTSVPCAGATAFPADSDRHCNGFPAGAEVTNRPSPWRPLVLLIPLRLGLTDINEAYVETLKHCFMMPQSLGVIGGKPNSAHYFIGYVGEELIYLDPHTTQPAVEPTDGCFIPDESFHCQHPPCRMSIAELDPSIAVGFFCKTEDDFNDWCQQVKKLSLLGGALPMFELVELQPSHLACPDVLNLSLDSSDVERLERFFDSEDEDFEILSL
hIAP activ: increases human intestinal alkaline phosphatase activity; AID 2524; activation factor at 10 µM; purified human IAP, CDP-Star luminescence, 30 min; stronger effect = higher value; 1 = vehicle-only enzyme, 0 = enzyme-free background; hit rate 0.16% among 330,000;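 active = activation factor of the enzyme at least 2-fold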; note: the source names both 10 and 20 µM as test concentration; values of inactives mirror those of a sister screen read the other way
PfG6PD inh: PfG6PD (Plasmodium falciparum) enzyme inhibition; hit rate 0.78% among 350,000; inhibition, % at 20 µM; PfGluPho enzyme, NADPH resazurin-diaphorase fluorescence; AID 504690;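 active = inhibition reaching at least a set limit at 20 µM in the primary screen, cut at about 59% in these data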;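 note: 0% = DMSO wells with substrate and 100% = DMSO wells lacking glucose-6-phosphate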
SENP8 inh: inhibitors of human SENP8 protease; Q96LD8; recombinant SENP8, Nedd8 substrate fluorescence; inhibition, % at 20 µM; hit rate 0.64% among 360,000; in the data active = inhibition mostly above about 40%, no sharp cut-off; inactive = mostly below about 27%
SENP1 inh: blocks the human SENP1 SUMO protease catalytic domain; Q9P0U3; recombinant SENP1 catalytic domain, CyPet-SUMO1-YPet FRET cleavage; inhibition, % at 10 µM; hit rate 0.21% among 360,000; AID 624204;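 active = inhibition at least 30% at 10 µM, raw YFP signal under a set limit, fluorescence ratio 0.5 to 1.5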;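 note: 0% = enzyme with DMSO and 100% = no enzyme wells; some results filed as inactive read as strong as hits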
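Material – human SENP1 catalytic domain · Input – SENP1 enzyme, 20 pM final · Compound dosing – single concentration of 10 µM compound, 0.5% DMSO final · Timing – enzyme reaction for 50 min at room temperature, dark · Measured by – FRET fluorescence in CFP and YFP emission channels · Control set – no-enzyme wells low, DMSO-plus-enzyme wells high control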
An asterisk follows results filed as active; x = not tested or not shown. This is a random part of the collection (roughly 6.7% active in at least one column).

SMILES	SENP6 block	NR3A LBD binder	MPTP inh	ATG4B inhibitor	hIAP activ	PfG6PD inh	SENP8 inh	SENP1 inh
COc1cc(OC)cc(-c2cc3nc(C)c(CCC(=O)Nc4nc(C)cs4)c(C)n3n2)c1	-2	2	1.9	-2	1.1	-17	-391	3
O=S(=O)(c1ccc(Br)s1)N1CCN(CCc2ccccc2)CC1	-17	2	-3.5	-6	0.94	-1	2	0
COc1ccc(CCNC(=O)CC2SC(=NCCc3ccccc3)NC2=O)cc1OC (configuration not stated)	-14	0	1.6	-11	1.1	7	26	0
COc1ccc(C(=O)CN2C(=O)c3ccccc3C2=O)cc1	-22	0	3.5	-10	1	8	7	-1
Cc1cc(C(=O)Nc2ccccc2Cl)n(-c2ccccc2)n1	-36	1	-0.6	-4	1	9	11	1
c1cncc(Nc2nc(-c3ccncc3)cs2)c1	-18	-30	-0.4	-11	0.97	9	5	0
Cc1cccc(OCC(=O)OCC(=O)c2c(N)n(C)c(=O)n(C)c2=O)c1	-14	0	-0.4	-9	1	-22	11	-3
CCN1CCN(CCn2c(=S)[nH]c3ccccc3c2=O)CC1	-2	-1	0.4	-5	1	3	20	0
Cc1cccc(NS(=O)(=O)c2cccc(C(=O)NCC(C)(C)N3CCOCC3)c2)c1	-4	-2	0.0	-4	1.2	0	6	2
N#Cc1ccccc1OCC(=O)Nc1nnc(C2CC2)s1	9	1	-0.5	12	1	7	-4	-20
COC(=O)CNC(=O)C1CCN(S(=O)(=O)c2cccc3nsnc23)CC1	-6	0	-2.1	4	0.92	-12	17	0
COc1ccc(Br)cc1CN(C)CC(=O)Nc1cc([N+](=O)[O-])ccc1OC	0	-13	12	6	0.81	18	17	2
CCc1ccc(C(C)NC(=O)Cn2cnc3c(=O)n(C)c(=O)n(C)c32)cc1 (configuration not stated)	-5	-1	1.4	3	1.3	-10	5	-1
COc1ccc(/C=C/C(=O)c2ccc(OC)cc2OC)c(OC)c1	-2	1	-0.2	-12	0.74	22	-34	-93
CC1(C)NC(=O)N(CC(=O)N2CCN(S(=O)(=O)c3ccccc3F)CC2)C1=O	11	1	0.0	1	0.89	-14	4	1
O=[n+]1c2c(n([O-])c3cc(F)c(N4CCCC4)cc31)CCCC2	-11	2	-0.3	-18	1.1	14	-17	-19
CC1=CC(C)[C@H](/C=N/n2c(=O)[nH]c3c([nH]c4ccc(C)cc43)c2=O)C(C)C1 (some centres not stated)	-13	2	0.9	-9	0.98	15	-314	0
COC(CNC(=O)c1ccc(N2CCc3ccccc32)c([N+](=O)[O-])c1)OC	1	4	23	0	0.8	25	36	3
Cc1nn(C)cc1CN1CCC(n2nccc2NC(=O)CCCc2ccccc2)CC1	-20	1	-0.8	-1	1.1	0	-1	1
CC1CCN(C(=O)c2ccc(NS(=O)(=O)c3ccc4[nH]c(=O)[nH]c4c3)cc2)CC1	-4	1	0.2	1	1	-6	6	3
CCCNS(=O)(=O)c1ccc(OCC(=O)N2CCN(c3ccccc3)CC2)cc1	-17	0	0.2	9	1.3	-2	1	3
CC1CCCCN1C(=O)COC(=O)c1ccc2c(c1)C(=O)N(Cc1ccco1)C2=O (configuration not stated)	17	1	0.1	-4	1	-17	27	1
CCCCC1CCC(/C(N)=N/O)CC1 (configuration not stated)	-6	-1	0.7	2	0.99	5	-10	2
CCC1CCC(C(=O)NNC(=O)c2cc(-c3ccco3)[nH]n2)CC1 (configuration not stated)	-3	0	4.0	-1	2*	6	6	-13
Cc1ccccc1CNC(=O)CC1C(=O)NCCN1CC1CCCCC1 (configuration not stated)	-6	-3	-1.3	-6	1.1	8	-26	-1
Nn1c(Cc2cccc3ccccc23)nnc1SCCOc1ccc(F)cc1	-7	-5	-2.0	-9	1	2	15	0
CC(C)CC1CCCCC1OC(=O)C[N+]1(C)CCCCC1 (configuration not stated)	3	0	-0.2	-6	1	-6	2	2
COc1ccc(O)c(C(=O)c2cnn(C(=O)c3cc(C)oc3C)c2)c1	-12	8	26	30	0.91	-27	-74	-25
COc1cccc(OC)c1C(=O)Nc1ccnn1C	-43	0	-0.6	-4	1.1	14	13	1
COc1ccccc1CNC(=O)Nc1cccs1	0	2	-1.6	4	1.1	51	1	-22
Cc1cccc(OCCCn2c(CO)nc3ccccc32)c1	-11	-4	1.7	-10	1.3	25	17	2
COc1cc(SC)ccc1C(=O)OCC(=O)NC1CCCCC1	2	1	-0.8	-19	1	-6	12	2
O=S(=O)(c1cnccc1N1CCN(/N=C/c2ccc(Br)cc2)CC1)N1CCCCC1	-13	-7	0.9	-2	0.99	14	15	1
Cn1c(NCc2ccco2)nc2ccccc21	-4	-1	-1.6	-5	0.9	-1	15	0
S=C(NCCc1c[nH]c2ccccc12)NC1CCCC1	-14	-32	1.3	18	1	-5	6	0
NC(=O)c1ccc(NC(=O)c2cncn2-c2ccccc2)cc1	-12	-1	-2.9	-7	1.1	10	-3	2
CCOc1ccccc1NC(=O)Nc1ccc2c(c1)CCC2	69*	2	2.1	8	1.3	4	11	2
CCN(Cc1ccncc1)C(=O)c1ccc(C)c(S(=O)(=O)N2CCCCC2)c1	-13	1	-1.1	7	1.1	-13	13	-1
CCN(Cc1ccncc1)Cc1nc(CC2CC2)no1	6	9	0.7	-4	1.1	-9	-31	-10
COc1ccc(C2/C=C\CN(C(=O)c3ccccc3)CC(=O)N2Cc2cccc(F)c2)cc1 (configuration not stated)	x	1	-0.2	-5	x	7	4	2
CCCN(C(=O)c1ccc(N2CCCC2=O)cc1)c1c(N)n(Cc2ccccc2)c(=O)[nH]c1=O	1	2	-2.7	-10	0.98	3	-24	-5
CCC(=O)N1CCc2nc(-c3ccccc3)sc2C1	7	-1	0.1	-4	0.97	3	-15	0
COc1ccc(NC(=O)CN(C)CC(=O)N(CC(C)C)c2c(N)n(CC(C)C)c(=O)[nH]c2=O)cc1	0	4	-1.8	-6	1	10	-45	-24
CC(C)c1ccc(C(O)c2cnc(C(C)C)n2C)cc1 (configuration not stated)	-1	-1	1.2	1	0.94	6	17	0
O=C(CN1CCOC1=O)N1CCCC(Nc2ccc(F)c(F)c2)C1 (configuration not stated)	-6	-2	0.9	-6	1.1	3	7	2
O=C(Cc1cccc2ccccc12)NNC(=O)c1cccs1	-8	1	0.5	-2	1	-11	0	3
COc1cccc(-c2cc(C(F)(F)F)nc(N3CCOCC3)n2)c1	19	3	-0.3	-8	0.88	1	-68	-3
Cc1ccc(O)c(NC(=S)NC(=O)c2ccc(-c3ccc(Cl)cc3)o2)c1	-4	29*	3.8	-15	0.85	1	-8	3
CCOc1cc(CNc2ccc3c(c2)OCCO3)cc(Br)c1OCC(N)=O	-16	1	1.6	-12	0.93	25	9	-9
COc1cc(OC)cc(C(=O)O/N=C(\N)c2ccccn2)c1	-4	0	1.1	11	1.2	-8	8	5
Cc1cc(NC(=O)Nc2cccc(C(F)(F)F)c2)n(C)n1	0	-1	72*	-5	1.1	8	8	3
Cc1ccc(NC(=O)c2ccc([N+](=O)[O-])cc2)cc1S(=O)(=O)N(C)C	-22	-3	-1.8	2	0.85	-3	10	0
CSCC[C@H](NC(=O)[C@H]1N2C(=O)c3ccccc3C2SC1(C)C)C(=O)NCc1ccncc1 (some centres not stated)	-3	-1	-0.1	0	1.1	6	13	1
O=C(Nc1cccc(N2C(=O)C=CC2=O)c1)c1cccs1	-12	x	2.1	x	1.4	x	-4	0
COc1ccc(NC(=O)C[C@H]2C(=O)N(c3ccccc3)C[C@@H]2Cc2ccccc2)cc1	x	x	-0.1	x	x	15	14	4
CC(=O)Nc1ccc2nc(NC(=O)c3cccnc3)sc2c1	6	-9	-1.2	-5	0.84	-24	-169	-4
COc1ccc(NC(=O)CN(C)C(=O)CNC(=O)c2ccc3c(c2)OCO3)cc1	-3	1	-0.6	-12	1	9	6	-3
O=C1N/C(=N/N=C/c2ccco2)SC1Cc1ccccc1 (configuration not stated)	-44	3	1.0	1	1.1	-10	11	3
CCOC(=O)c1c(N2C(=O)CC(Sc3ccccc3C(=O)O)C2=O)sc(C)c1C (configuration not stated)	-11	1	-1.7	-12	1	0	0	-24
COc1ccc(Nc2nc(-c3cc4cccc(OC)c4oc3=O)cs2)cc1	-12	16*	3.7	-7	0.98	12	3	26

Of the compounds above, these have a CF3 group.
SMILES	SENP6 block	NR3A LBD binder	MPTP inh	ATG4B inhibitor	hIAP activ	PfG6PD inh	SENP8 inh	SENP1 inh
COc1cccc(-c2cc(C(F)(F)F)nc(N3CCOCC3)n2)c1	19	3	-0.3	-8	0.88	1	-68	-3
Cc1cc(NC(=O)Nc2cccc(C(F)(F)F)c2)n(C)n1	0	-1	72*	-5	1.1	8	8	3

The listing continues:
SMILES	SENP6 block	NR3A LBD binder	MPTP inh	ATG4B inhibitor	hIAP activ	PfG6PD inh	SENP8 inh	SENP1 inh
COc1ccccc1/C=C1\SC(=S)N(CCC(=O)N2CCCCC2CCO)C1=O (configuration not stated)	2	-3	-2.4	-4	1.1	9	51*	-11
CCc1nc(SCC(=O)Nc2ccccc2C)n[nH]1	-17	1	-1.9	-6	1.2	1	10	-2
CC(C)Nc1nc(NNc2nc(Cl)nc(NC(C)(C)C)n2)nc(NC(C)C)n1	6	2	-0.7	-1	1.5	-23	21	-1
CC(=O)Nc1sc(C)c(C)c1C(=O)OCC(=O)Nc1cc(S(C)(=O)=O)ccc1Cl	8	0	4.3	1	0.94	-11	-72	-4
O=S(=O)(c1ccc2c(c1)OCCO2)N1CCN(c2cccc(Cl)c2)CC1	-22	0	0.3	5	1	-1	11	3
O=C(NCCc1c[nH]c2ccccc12)C(=O)NCC1OCCN1S(=O)(=O)c1ccc(F)cc1 (configuration not stated)	-14	-6	-1.1	-12	0.83	8	0	-2
Cc1cccc2nc(-c3cccnc3)c(Nc3ccccc3)n12	-11	-2	1.4	-5	1.1	-15	-256	0

Molecules shown so far with fluorine:
SMILES	SENP6 block	NR3A LBD binder	MPTP inh	ATG4B inhibitor	hIAP activ	PfG6PD inh	SENP8 inh	SENP1 inh
CC1(C)NC(=O)N(CC(=O)N2CCN(S(=O)(=O)c3ccccc3F)CC2)C1=O	11	1	0.0	1	0.89	-14	4	1
O=[n+]1c2c(n([O-])c3cc(F)c(N4CCCC4)cc31)CCCC2	-11	2	-0.3	-18	1.1	14	-17	-19
Nn1c(Cc2cccc3ccccc23)nnc1SCCOc1ccc(F)cc1	-7	-5	-2.0	-9	1	2	15	0
COc1ccc(C2/C=C\CN(C(=O)c3ccccc3)CC(=O)N2Cc2cccc(F)c2)cc1 (configuration not stated)	x	1	-0.2	-5	x	7	4	2
O=C(CN1CCOC1=O)N1CCCC(Nc2ccc(F)c(F)c2)C1 (configuration not stated)	-6	-2	0.9	-6	1.1	3	7	2
COc1cccc(-c2cc(C(F)(F)F)nc(N3CCOCC3)n2)c1	19	3	-0.3	-8	0.88	1	-68	-3
Cc1cc(NC(=O)Nc2cccc(C(F)(F)F)c2)n(C)n1	0	-1	72*	-5	1.1	8	8	3
O=C(NCCc1c[nH]c2ccccc12)C(=O)NCC1OCCN1S(=O)(=O)c1ccc(F)cc1 (configuration not stated)	-14	-6	-1.1	-12	0.83	8	0	-2
